Compound activity from PubChem BioAssay.
DAX1 inh-1: inhibitors of human orphan nuclear receptor DAX1 (NR0B1); AID 504766; P51843; HEK293 Gal4-DAX1 luciferase reporter, luminescence; actives 0.99% (n = 340,000); inhibition, % at 6.75 µM;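 active = inhibition above the mean over all tested compounds plus 3 SD, cut at about 4.2% in these data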;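 note: 0% = DAX1-transfected cells with DMSO and 100% = empty-vector control cells with DMSO; inhibition shows as a rise in luminescence from relieved DAX1 repression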
SMARCA2 activ: SMARCA2 function activation, primary screen; actives 1% (n = 370,000); MG213 cells, MMTV-luciferase reporter, dexamethasone, overnight; AID 652017; activation, % at 9.1 µM; in the data active = activation above about 7.8%;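 note: 0% = vehicle wells and 100% = reference activator wells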
GAA850 FXN act: increases GAA850 frataxin promoter reporter activity. HEK293 lucGAA850 FXN promoter luciferase reporter, 24 h; percent of 10 µM SAHA response. activation, % at 6 µM. actives 0.56% (n = 360,000);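 active = activation above the average of all compounds screened plus 3 SD, cutoff fixed separately per campaign, cut at about 7.5% in these data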;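 note: 0% = DMSO wells and 100% = 10 µM SAHA wells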
ADAM10 inh: inhibits human ADAM10 | O14672 | recombinant ADAM10, EDANS/DABCYL FRET peptide cleavage, 3 h | AID 720582 | inhibition, % at 7 µM | actives 0.62% (n = 370,000);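 active = inhibition above a per-campaign cutoff equal to the mean of compounds falling between control-based bounds plus 3 SD, cut at about 20% in these data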;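 note: 0% = DMSO wells while the 100% control is not disclosed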
ssDAF-12 act: S. stercoralis DAF-12 activation, primary screen. HEK293 ssDAF-12/GRIP1 lit1-tk-luc reporter, luminescence; % of 3 µM dafachronic acid response. activation, % at 6.8 µM. actives 1% (n = 370,000). AID 652126;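 active = activation above the mean over all tested compounds plus 3 SD, cut at about 0.9% in these data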;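 note: 0% = DMSO-only wells and 100% = 3 µM delta7-dafachronic acid wells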
PG9 Ab binder: binds the HIV-1 gp120 antibody PG9. TR-FRET gp120-PG9 antibody binding. inhibition, % at 6.7 µM. actives 0.43% (n = 360,000); in the data active = inhibition above about 8.5%
DAX1 inh-2: blocks DAX1 repression of SF-1 activated StAR promoter; HEK293T StAR-luciferase reporter, SF-1/DAX-1 repression relief; inhibition, % at 6.8 µM; actives 1.1% (n = 370,000); AID 652010;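 active = inhibition above the mean over all tested compounds plus 3 SD, cut at about 3.6% in these data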;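 note: 0% = DAX-1 cells with DMSO and 100% = cells lacking DAX-1 with DMSO; higher inhibition means more luminescence from relief of DAX-1 repression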
hcDAF-12 act: activators of H. contortus DAF-12 nuclear receptor | HEK293 hcDAF-12 lit1-tk-luc reporter, luminescence; 0% DMSO, 100% Δ7-dafachronic acid | activation, % at 6.8 µM | actives 1.4% (n = 370,000) | AID 652067;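 active = activation above the mean of all tested compounds plus 3 SD, cut at about 5.5% in these data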;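 note: 100% = response to 3 µM Δ7-dafachronic acid high control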
hgDAF12 agonist: hgDAF-12 agonism, primary luciferase screen. HEK293 GAL4-hgDAF12 UAS-luciferase reporter, agonist luminescence; normalized to butyrate control. activation, % at 6.8 µM. actives 1.8% (n = 370,000);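 active = activation above a cutoff set at the mean of all screened compounds plus 3 SD, cut at about 10% in these data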;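 note: 0% = DMSO wells and 100% = sodium butyrate wells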
ADAM17 inh: inhibits human ADAM17 | P78536 | AID 720648 | recombinant ADAM17, EDANS/DABCYL FRET peptide cleavage | actives 0.83% (n = 370,000) | inhibition, % at 6.95 µM;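 active = inhibition above the mean of compounds lying between control limits plus 3 SD, set per campaign, cut at about 8.5% in these data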;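 note: 0% = DMSO-only wells as the low control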
GC-A act: GC-A (human) enzyme activation; P16066; activation, % at 10 µM; HEK293 GC-A cells, cGMP TR-FRET, EC30 ANP; 0% at EC30 ANP, 100% saturating ANP; actives 0.14% (n = 370,000); AID 1671463; in the data active = activation above about 40%
Target sequence (P16066 whole entry, looked up): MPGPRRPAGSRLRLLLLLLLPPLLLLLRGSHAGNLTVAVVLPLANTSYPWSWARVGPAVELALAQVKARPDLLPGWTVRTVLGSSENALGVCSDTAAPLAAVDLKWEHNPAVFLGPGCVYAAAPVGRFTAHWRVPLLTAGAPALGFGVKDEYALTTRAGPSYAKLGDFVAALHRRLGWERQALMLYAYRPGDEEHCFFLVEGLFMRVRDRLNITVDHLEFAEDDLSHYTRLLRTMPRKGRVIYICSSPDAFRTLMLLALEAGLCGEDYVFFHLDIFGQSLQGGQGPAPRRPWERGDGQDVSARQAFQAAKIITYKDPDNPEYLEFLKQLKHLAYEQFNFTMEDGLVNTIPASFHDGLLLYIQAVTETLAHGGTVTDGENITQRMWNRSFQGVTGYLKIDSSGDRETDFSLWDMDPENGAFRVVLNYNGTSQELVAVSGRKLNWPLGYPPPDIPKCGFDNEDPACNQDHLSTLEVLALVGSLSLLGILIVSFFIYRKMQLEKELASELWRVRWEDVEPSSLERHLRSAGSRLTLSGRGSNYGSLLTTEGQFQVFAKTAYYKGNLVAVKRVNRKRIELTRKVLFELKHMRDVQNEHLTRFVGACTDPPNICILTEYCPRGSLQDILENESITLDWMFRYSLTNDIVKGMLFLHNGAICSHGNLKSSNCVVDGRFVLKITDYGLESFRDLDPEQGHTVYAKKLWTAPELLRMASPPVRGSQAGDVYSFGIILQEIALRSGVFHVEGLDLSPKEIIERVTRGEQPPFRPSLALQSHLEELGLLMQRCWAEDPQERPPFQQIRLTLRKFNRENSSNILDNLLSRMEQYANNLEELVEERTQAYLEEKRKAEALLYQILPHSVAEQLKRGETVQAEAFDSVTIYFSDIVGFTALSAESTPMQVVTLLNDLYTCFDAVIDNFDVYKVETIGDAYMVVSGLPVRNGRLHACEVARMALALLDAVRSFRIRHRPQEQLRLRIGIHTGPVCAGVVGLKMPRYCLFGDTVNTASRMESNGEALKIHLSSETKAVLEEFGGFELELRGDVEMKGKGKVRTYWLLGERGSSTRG
* hit, by the source's call; nt = no result given.

structure,ssDAF-12 act,ADAM10 inh,DAX1 inh-2,DAX1 inh-1,SMARCA2 activ,hcDAF-12 act,ADAM17 inh,GAA850 FXN act,hgDAF12 agonist,GC-A act,PG9 Ab binder
CC(C)NC(=O)Nc1cccc2c1O[C@H](CN(C)C(=O)Nc1ccc(C(F)(F)F)cc1)[C@@H](C)CN([C@H](C)CO)C2=O,-0.9,-10,1.5,-1.4,-3,-0.9,-1,-0.9,-3.1,-6,-0.2
O=C(CCN1CCOCC1)c1ccc(Br)cc1,-1.1,0,0.0,0.2,-2,1.0,-5,-2.4,-0.3,32,-0.8
O=C(CSc1ncnc2c1cnn2-c1ccc(Cl)cc1)NCc1ccc2c(c1)OCO2,-1.1,-9,0.8,0.3,-1,-1.2,-3,1.7,3.9,17,1.2
CN(Cc1ccc(F)cc1)S(=O)(=O)c1nnc(NC(=O)c2ccccc2)s1,-0.9,-4,0.1,0.2,-2,0.1,0,0.2,-0.6,-14,-1.1
CC1(C)CN(Cc2cccnc2)C(=O)[C@H]1CC(=O)Nc1ccc(Br)cc1,-1.1,-10,0.3,-0.2,-2,-2.1,0,-1.1,1.4,0,-0.5
CCn1c2ccccc2c2cc(/C=C(/C#N)C(N)=S)ccc21,-1.9,-41,-4.3,-2.0,2,-1.6,-9,-14,-5.0,-2,-4.0
CSc1ccc(S(=O)(=O)Nc2c(C)n(C)n(-c3ccccc3)c2=O)cc1,-1.7,-8,0.7,-0.8,-1,2.1,-2,0.8,-0.6,4,1.7
O=C(Nc1ccccn1)c1cc(-c2ccc(Cl)s2)nc2ccccc12,-1.0,-185,-2.0,-0.6,1,0.3,-45,0.8,1.7,-4,-0.8
O=[N+]([O-])c1ccccc1CNC(Cc1ccccc1)c1ccccc1 (centres undefined),-1.3,-6,-1.2,0.8,0,-0.7,-4,0.0,0.5,-5,-2.2
O=C(CSc1nnc2c(n1)[nH]c1ccc(F)cc12)NCc1ccc(F)cc1,-0.7,-5,0.1,0.2,0,-0.2,-1,3.2,-0.4,-6,-1.2
CN(C)C(=O)C[C@@H]1CC[C@@H](NC(=O)C2CCC2)[C@@H](CO)O1,-0.2,-12,-3.3,nt,4,-1.2,-2,nt,0.1,0,1.5
CC(C)c1ccccc1NC(=S)NCc1nc2ccccc2[nH]1,-1.3,-7,0.7,-0.5,-3,1.5,-5,3.3,-0.7,2,1.6
CCOC(=O)[C@H]1[C@H]2COc3ccc(Br)cc3[C@@H]2N2C(=O)N(c3ccccc3)C(=O)[C@@]12C,-1.1,16,-0.4,2.2,0,-0.1,4,0.0,-1.1,2,0.3
O=[N+]([O-])c1ccc(N/N=C2\CC3CC=CC23)c([N+](=O)[O-])c1 (centres undefined),-1.6,11,-1.9,0.0,-3,0.6,-4,-0.5,-1.1,3,-1.4
COc1ccc(OC)c(-n2c(SCC(=O)NCc3ccco3)nnc2-c2c[nH]c3ccccc23)c1,-1.4,1,-1.2,1.5,-1,-0.2,1,0.4,-1.7,-10,-1.4
NC(=O)c1ncn2c(=O)n(CCCl)nnc12,-1.7,-16,-1.2,nt,-1,-2.5,2,nt,-1.2,2,0.7
Cc1cc(SCC(=O)OCC(=O)NCC2CCCO2)c(C)cc1Br (centres undefined),-1.8,3,0.4,1.2,-3,-0.8,3,-1.2,-1.7,-5,1.4
O=C(Cc1ccc(Br)c2ccccc12)N/N=C/c1ccccn1,-1.7,-3,-0.3,-1.6,-5,-3.1,1,0.7,-3.2,0,-0.2
COc1cc(S(=O)(=O)NCCc2ccc3c(c2)OCO3)ccc1-n1cnnn1,-1.1,11,0.8,-0.4,-3,0.0,-5,-0.9,0.3,1,2.5
COc1cc2nc(Nc3ccc(C)c(C)c3)nc(N)c2cc1OC,-0.8,-8,-0.1,-1.7,6,-2.3,-7,0.0,-1.2,-9,-1.2

Compound profiles, from the list above. Values in the order: ssDAF-12 act	ADAM10 inh	DAX1 inh-2	DAX1 inh-1	SMARCA2 activ	hcDAF-12 act	ADAM17 inh	GAA850 FXN act	hgDAF12 agonist	GC-A act	PG9 Ab binder
O=[N+]([O-])c1ccccc1CNC(Cc1ccccc1)c1ccccc1 (centres undefined) is entered as -1.3	-6	-1.2	0.8	0	-0.7	-4	0.0	0.5	-5	-2.2
COc1ccc(OC)c(-n2c(SCC(=O)NCc3ccco3)nnc2-c2c[nH]c3ccccc23)c1 is entered as -1.4	1	-1.2	1.5	-1	-0.2	1	0.4	-1.7	-10	-1.4

(next part)
structure,ssDAF-12 act,ADAM10 inh,DAX1 inh-2,DAX1 inh-1,SMARCA2 activ,hcDAF-12 act,ADAM17 inh,GAA850 FXN act,hgDAF12 agonist,GC-A act,PG9 Ab binder
COc1cccc2cc(C(=O)N3CCc4ccccc4C3)c(=O)oc12,-0.1,-15,0.8,1.7,4,0.4,-5,2.3,3.1,3,-3.4
Cc1cc(C)cc(OCC(=O)O/N=C(\N)c2cccnc2)c1,-1.3,12,0.0,nt,-3,-1.2,4,-0.1,-0.5,-2,-0.3
COc1cc(/C=N/NC(=O)c2sc(N)c(C#N)c2C)cc(Br)c1O,-1.6,3,-0.4,0.0,3,-1.8,0,3.4,-2.2,10,-7.6
CC(Sc1ncnc2ccccc12)C(=O)Nc1ccc2c(c1)OCCO2 (centres undefined),-1.7,-1,-2.3,-2.4,-2,-1.2,3,2.8,-3.4,4,-1.4
c1cnc(SCCOc2ccc3c(c2)CCC3)nc1,-0.1,3,3.7*,7.6*,4,3.8,-1,8.2*,15*,24,0.2
COc1cccc(C2(O)CCN(CC(=O)NCC3CC3)CC2)c1,-1.6,-2,0.0,1.5,1,0.0,-4,-0.1,-3.6,1,-1.0
Cn1c(=O)c2nc3ccccc3nc2n(C)c1=O,-0.5,-211,2.5,-0.5,-5,3.3,-80,-0.4,1.3,4,-2.0
CN1CCN(NC(=O)c2cccc(F)c2)CC1,-0.5,4,-0.3,1.1,1,0.3,-3,1.3,-0.9,-1,-4.6
CC(=O)Nc1ccc(-c2ccnc3c2CC(C(=O)NC(C)C)O3)cc1 (centres undefined),-1.1,-7,0.1,nt,-2,2.8,3,1.5,1.1,-2,-0.3
COCCOc1ccc(C(F)(F)F)cc1N,-1.5,-9,-0.3,2.4,2,-1.6,-2,0.9,-1.1,1,1.4
CC(C)c1nnc(NC(=O)CCC(=O)NCc2ccco2)s1,-1.4,0,0.5,0.4,-2,-0.7,-5,-0.1,3.0,11,-0.6
COc1ccc(-c2cc(C)no2)cc1S(=O)(=O)N(C)Cc1ccco1,-1.0,1,-0.7,0.3,0,-1.5,-3,1.6,-1.1,4,0.7
COc1ccc2c(c1)c1nnc(SCC(=O)Nc3ccccc3F)nc1n2C,0.5,7,1.0,0.2,0,3.0,1,1.2,-0.1,13,-0.7
COc1cc(C)ccc1OCC(=O)OCC(=O)c1cc(C)n(CC2CCCO2)c1C (centres undefined),-1.6,-6,-0.4,0.0,0,-0.4,-3,-0.3,2.1,-4,-0.9
Cc1nn(C)c(Cl)c1CN1CCCC(CO)(Cc2ccccc2)C1 (centres undefined),0.6,4,-0.8,2.5,-1,-0.3,2,-0.4,-0.2,-2,-0.5
O=C1c2ccccc2C(Nc2ccc(S(=O)(=O)N3CCOCC3)cc2)N1Cc1ccco1 (centres undefined),-0.4,-7,1.0,-0.5,-1,1.6,1,-1.1,1.9,1,1.0
COc1ccc(CCNC(=O)c2cc(-c3cc(C)ccc3O)n[nH]2)cc1OC,-1.6,2,0.5,-2.8,0,-2.2,1,-1.2,-4.2,0,1.1
O=c1[nH]c2ccsc2c(=O)n1-c1ccc(F)cc1,-2.0,8,-0.2,2.1,5,-1.1,0,-0.5,2.0,3,0.0
Cc1csc(NC(=O)Cc2c(F)cccc2Cl)n1,-0.7,1,0.7,2.2,7,2.8,0,4.3,6.9,-1,1.8
COc1cccc2c(=O)n(CC(=O)NCCc3ccccc3)ccc12,-1.6,-18,0.0,-0.1,-2,-1.1,-9,1.1,-0.4,-2,-0.1
COc1ccc(C(=O)NNC(=S)NC(=O)C(C)(C)C)cc1,-1.7,2,-0.8,0.8,2,-1.1,-1,-1.7,-2.2,0,-0.3
O=C(NCc1ccc(Cl)nc1)c1csc([C@@H]2O[C@H](CO)[C@H](O)[C@H](O)[C@H]2O)n1,-0.3,-2,0.2,nt,2,-0.3,-1,1.5,-0.1,-5,-1.2
CC1CN(C(=O)COC(=O)[C@@H]2CC(O)CN2S(=O)(=O)c2ccc3c(c2)OCCO3)CC(C)O1 (some centres undefined),-1.2,5,-0.4,-0.1,4,-0.2,-1,-0.5,2.0,2,-2.0
O=C(Nc1ccc(N2CCOCC2)c(F)c1)c1ccncc1,-0.7,0,-0.5,1.2,0,-2.2,-2,0.1,-0.5,10,1.1
COc1ccc(C(CNC(=O)Cc2c(F)cccc2Cl)N2CCCCC2)cc1 (centres undefined),-1.1,-6,2.0,-0.1,0,-0.4,-4,0.5,3.4,-7,-1.7
COc1ccc(-c2onc(C)c2-c2ccccc2)c(O)c1,-1.3,10,-2.0,0.0,-5,-2.2,2,-0.6,-1.4,-5,0.5
CC(=O)c1ccc(OCc2cc(C(=O)N3CCCCC3c3cccnc3)no2)cc1 (centres undefined),-0.2,-5,-1.0,-1.3,1,-2.3,-4,5.5,4.1,1,-0.4
Cc1onc(-c2ccccc2)c1C(=O)N/N=C/c1cccc(O)c1,-1.7,0,-0.4,-1.4,-2,-0.2,-1,0.2,-4.8,-1,-1.1
O=C(COC(=O)c1n[nH]c2ccccc12)c1cc(F)ccc1F,-1.6,3,-0.8,0.1,2,-0.8,-1,-0.2,-1.1,3,0.1
CCOC(=O)COc1cccc2c(=O)n(CC(=O)N3CCCc4ccccc43)ccc12,-1.4,-29,-1.0,0.5,0,-1.0,-6,1.9,2.8,0,-1.6
COc1ccc(CCC(=O)OCC(=O)Nc2c(C)n(C)n(-c3ccccc3)c2=O)cc1,-1.4,-12,0.5,-0.5,-2,1.3,-6,-1.3,2.7,1,1.4
N#CC(=C1NC(=O)c2ccccc21)c1nc2ccccc2n1CCO,-1.2,-6,-3.4,-1.1,20*,-1.2,1,6.7,-3.7,9,-2.5
CN(C)S(=O)(=O)c1cccc(C(=O)OCC(=O)N2CCCC2=O)c1,-1.4,-6,2.1,0.7,-1,-0.4,2,1.7,2.0,2,-2.2
COc1ccc2[nH]c3ccc(OC)cc3c2c1,-1.2,-96,-0.8,1.9,3,0.0,-33,3.4,1.1,-5,-2.0
O=C(c1cc[n+]([O-])cc1)N1CCCC(N2CCN(c3cccc(C(F)(F)F)c3)CC2)C1 (centres undefined),-0.8,9,0.7,-0.4,-3,-0.1,3,-1.9,-2.2,-1,1.7
Cc1ccc(C23CC4CC(CC(NC(=O)NN)(C4)C2)C3)cc1,-0.3,8,0.3,0.1,-3,-1.4,2,3.9,0.1,0,0.1
COC(=O)c1ccc(NC(=O)CSc2nncn2-c2cccnc2)cc1,-0.6,0,-1.0,0.7,-1,0.0,-1,-1.6,1.4,0,1.1
